Compound activity deposited in PubChem by several laboratories.
Ins promoter up – MIN6 insulin promoter up-regulation; z-score at 5 µM; AID 1625; hit rate 0.3% among 190,000; MIN6 insulin promoter-GFP reporter, high-content imaging; stronger effect = higher value;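 active = z-score above 3 at 5 µM with at least 500 cells counted in the well; inconclusive = wells under 500 cells, flagged as cytotoxic or low count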
Lipid droplet – modulators of hepatic lipid droplet formation; AML12 mouse hepatocytes, oleate lipid droplets, BODIPY imaging; inhibition, % at 6.5 µM; hit rate 0.4% among 240,000;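 active = lipid droplet intensity inhibited by at least 50%, with more than 500 cells counted; inconclusive = wells with under 300 cells, treated as cytotoxic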
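Material: mouse AML12 hepatocyte cell line, fixed after treatment; Timing: compound with oleate, overnight; Technique: high-content imaging of BODIPY-stained droplets and DAPI nuclei; Probe or stimulus: oleate, 100 µM final; Dosing: compound at 6.5 µM only.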
P. falciparum M17LAP – P. falciparum M17LAP inhibitors, primary screen, biochemical, fluorogenic H-Leu-NHMec substrate, 1536-well (AID 1619); recombinant M17LAP, H-Leu-NHMec fluorogenic kinetic assay; higher % means a stronger effect; one-dose inhibition, % at 30 µM; IC50 in µM for titrated hits; hit rate 0.38% among 220,000;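 active = compound inhibiting the enzyme by more than half at any dose during confirmatory dose-response retesting; inconclusive = strong single-dose inhibitors picked by rank but not retested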;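 also: plate controls were full reaction with DMSO carrier for no effect and no enzyme background for full effect; strong numbers were not always called active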
MT stabilizer – stabilizes microtubules in HeLa cells; HeLa tubulin immunostaining HCS, 24 h; share of cells brighter than vehicle mean+2SD; % tubulin-high responders, % at 10 µM; hit rate 0.83% among 200,000; AID 2205;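 active = plate Z-score above 3 for both tubulin-high and condensed-nucleus cell shares, with cell loss under 80%, at 10 µM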;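 also: anti alpha tubulin signal scored within the nucleus-defined area of each cell; some results filed as inactive read as strong as hits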
ER stress rescue – rescue of cells from ER stress-induced death, primary screen, 384-well, CSM14.1, thapsigargin, ATP luminescence (AID 1222); CSM14.1 thapsigargin-induced death rescue, ATP luminescence; higher % means a stronger effect; cellular ATP content (survival), % at 20 µM; hits with a dose series show EC50 in µM; 190,000 tested, under 10 active;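 active = EC50 below 50 µM in the dose-response confirmation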;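 also: death triggered by thapsigargin at about 15 µM added after 2 h compound pretreatment; cell ATP read after overnight thapsigargin exposure of roughly 18 to 22 hours; normalized against plate controls of thapsigargin alone and 5% DMSO vehicle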
Yfh1-off respiration – mitochondrial function rescue without frataxin homolog – Friedreich's ataxia, plus single-dose screen, dose response (AID 1465) | S. cerevisiae Yfh1-off respiration, WST-1 reduction, 72 h; higher fold induction means a stronger effect | fold induction at 50 µM, or EC50 in µM where a hit was titrated | hit rate 0.074% among 220,000;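 active = fold induction of absorbance versus untreated yeast above a set limit, then at least 30% activation at any dose in follow-up; inconclusive = repeats straddling the limit, or above it without dose testing; inactive = fold induction below the set limit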;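 also: activators that raise dye reduction in frataxin-depleted yeast; strong numbers were not always called active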
Autophagy HCS – autophagy modulation, high-content screen. MEF GFP-LC3 puncta imaging; test concentration mostly 10 µM. calls only at 10 µM (by protocol). hit rate 0.98% among 190,000;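 active = percentage of spot-positive cells more than 3 SD above its plate mean, without a fluorescence outlier flag or 80% toxicity; inconclusive = no clear call, values can overlap the other calls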;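 also: spot-positive cell cutoff set from DMSO-treated cells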
M1AAP inhibition – malaria alanyl aminopeptidase activity blockers – biochemical, fluorogenic H-Leu-NHMec substrate, 1536-well (AID 1445). one-dose inhibition, % at 30 µM; IC50 in µM for titrated hits. hit rate 0.42% among 220,000. recombinant M1AAP, H-Leu-NHMec fluorogenic kinetic assay; higher % means a stronger effect;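 active = primary inhibition above the hit cutoff, then over 50% inhibition at one or more dose response concentrations, cut at about 23% in these data, passing the limit was not always enough; inconclusive = conflicting primary data, or primary hits not chosen for dose response; inactive = low primary inhibition, or under 50% at every dose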;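 also: plate controls were DMSO full reaction for no effect and no enzyme background for full effect; strong numbers were not always called active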
Dynein transport – blocks dynein driven cargo transport along microtubules; 3617.4 mouse cells, GR-EGFP nuclear translocation imaging; test concentration mostly 20 µM; stimulated with dexamethasone, 1 µM; stronger effect = lower value; z-score, hits read low; hit rate 0.47% among 220,000; AID 1381;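 active = plate z-score of nuclear minus cytoplasmic receptor signal below a set negative limit, without overly bright fluorescence or cell loss, cut at about -3.5 in these data, passing the limit was not always enough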;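 also: z-score of nuclear minus cytoplasmic ring GR-EGFP intensity difference per well; some compounds called inactive have numbers as strong as hits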
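Also added: dexamethasone, 1.0 µM final. Medium: tet-free, stripped-serum medium. Detection: fixed, Hoechst-stained cells imaged at 10x for EGFP. Read-out: nuclear-to-cytoplasmic GR-EGFP distribution per well. Times: induction 48 h, compound 1 h, agonist 30 min.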
Dynein transport cytoplasmic EGFP – also measured in Dynein transport; calls as there; z-score; measured here: cytoplasmic GR-EGFP intensity; stronger effect = higher value
Dynein transport nuclear GR-EGFP – also measured in Dynein transport; calls as there; z-score; measured here: nuclear GR-EGFP intensity;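 lower value marks the stronger effect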
Dynein transport cell count – recorded beside Dynein transport, whose call it bears; z-score; measured here: cell count per field
Ins promoter up cell count – also measured in Ins promoter up; calls as there; cell count; measured here: cytotoxicity, nuclei count;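 total cells summed across four imaged fields per well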
Lipid droplet cells 6.5 µM – further read-out of Lipid droplet, marked with its call; cell count; measured here: cell count, cytotoxicity flag;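 cells counted across two imaged fields per well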
MT stabilizer Hoechst-high % – second read-out of MT stabilizer, no call of its own (marks repeat the call); % Hoechst-high responders; measured here: nuclear condensation Hoechst responders;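 share of cells brighter than vehicle mean plus two SD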
MT stabilizer cytotoxicity % – second read-out of MT stabilizer, no call of its own (marks repeat the call); toxicity, %; measured here: cytotoxicity by cell density;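 0% = mean cell density of plate MIN control wells and 100% = no cells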
Autophagy HCS cell loss 18 h – further read-out of Autophagy HCS, marked with its call; toxicity, %; measured here: cell loss, nuclei count;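 cell loss after 18 h compound exposure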
* hit, by the source's call; i = inactive; ? = inconclusive; / = not tested or not shown.

SMILES | Ins promoter up | Ins promoter up cell count | Lipid droplet | Lipid droplet cells 6.5 µM | P. falciparum M17LAP | MT stabilizer | MT stabilizer Hoechst-high % | MT stabilizer cytotoxicity % | ER stress rescue | Yfh1-off respiration | Autophagy HCS | Autophagy HCS cell loss 18 h | M1AAP inhibition | Dynein transport | Dynein transport cytoplasmic EGFP | Dynein transport nuclear GR-EGFP | Dynein transport cell count
COC(=O)c1ccc(NC(=O)C23CCC(C)(C(=O)O2)C3(C)C)cc1 (centres undefined) | 0.09 | 1687 | / | / | -8.2% | 1.9 | 2.8 | 8.2 | 1.1% | i | i | -3.2 | 3.1% | 2.61 | -0.19 | 1.83 | -1.28
Cc1cccc(C)c1NC(=S)N(Cc1ccco1)C1CCN(C(C)C)CC1 | 0.02 | 1449 | -1.5 | 505 | -0.5% | 1.4 | 2.2 | 7.4 | -1.6% | i | i | 4.7 | 3.0% | -0.354 | -0.224 | -0.268 | 0.512
CC(C)n1c(SCC(=O)Nc2nc3ccccc3s2)nc2c1c(=O)n(C)c(=O)n2C | / | / | / | / | 6.4% | 2.6 | 1.8 | 1.6 | / | ? | i | -3.6 | 0.3% | 0.213 | -0.217 | 0.21 | 0.493
COc1cc(/C=C2/SC(=S)N(CC(=O)Nc3cccnc3)C2=O)cc(OC)c1OC | -0.44 | 1533 | 1.9 | 594 | 3.3% | 1.4 | 2.5 | 0.5 | -3.1% | i | i | 8.9 | -5.2% | -0.403 | -0.276 | -0.33 | 0.559
COc1cccc(/C=N/Nc2nc(N3CCCC3)nc(N3CCCC3)n2)c1O | / | / | / | / | 3.2% | 2.6 | 1.6 | 2.4 | -2.5% | i | i | 5.5 | 9.1% | -0.258 | 0.158 | 0.0474 | -0.811
C=CCN1C(=O)C2(c3ccccc31)C1CCCC=C1C(C#N)=C(N)C2(C#N)C#N (centres undefined) | 0.09 | 1666 | -7.8 | 626 | -21.4% | 2.8 | 3.5 | 13.6 | -2.0% | i | i | -3.2 | 6.2% | 0.944 | 0.139 | 0.869 | -0.949
COc1cc(C(C)=O)ccc1OCC(=O)c1cc(C)n(C2CC2)c1C | 0.22 | 1157 | / | / | 18.0% | 3.6 | 2.3 | 2.1 | -0.3% | i | i | 12.2 | 7.8% | -0.0565 | -0.0877 | -0.29 | -0.0919
Cc1cccc(NC(=S)NNC(=O)CCn2cc(C)cn2)c1 | 1.17 | 1272 | / | / | 2.3% | 1.7 | 1.5 | 8.1 | -2.1% | i | i | -5.3 | 0.7% | -0.661 | 0.293 | -0.174 | 0.175
CCNC(=O)COc1ncnc2scc(-c3ccc(F)cc3)c12 | -0.29 | 1298 | -8.7 | 676 | 9.4% | 4.6 | 3.1 | 6.9 | -0.1% | i | i | -15.0 | 10.6% | 0.197 | 0.183 | 0.116 | -0.801
Cc1cc(C)n(CCCNC(=O)c2ccc(S(=O)(=O)NCc3ccco3)cc2)n1 | -0.18 | 1344 | -0.4 | 699 | -12.4% | 3.6 | 1.1 | 2.0 | 6.3% | i | i | -4.9 | 3.4% | -0.827 | -0.214 | -0.605 | 0.469
Cc1cc(C)c2[nH]c(=O)c(CN(CC3CCCO3)S(=O)(=O)c3ccc4c(c3)OCCO4)cc2c1 (centres undefined) | -0.32 | 1205 | / | / | -15.2% | 2.6 | 2.0 | 7.7 | 2.5% | i | i | 4.3 | -2.4% | 0.896 | -0.211 | 1.16 | -0.718
Nc1ccc(-c2nc3c(Cl)c(N)ccc3[nH]2)cc1 | 0.37 | 1585 | / | / | i | 1.5 | 1.7 | 13.7 | -0.6% | i | i | 32.6 | 18.3% | -0.384 | -0.192 | -0.196 | 0.0452
CCOC(=O)CSc1nc(C)cc(Oc2ccc(=O)n(C)n2)n1 | 0.12 | 1321 | -6.8 | 760 | -17.0% | 5.2 | 2.2 | 6.4 | -3.8% | / | i | 8.5 | -0.7% | -0.0297 | -0.198 | 0.7 | 0.453
CC(=O)Nc1ccc(Nc2cc(C(C)C)nc3c(-c4ccccc4)c(C)nn23)cc1 | -0.27 | 869 | -65.0 | 689 | 5.6% | / | / | / | / | i | / | / | 5.2% | 0.421 | -0.266 | 0.146 | 0.649
Nc1cc(N2CCOCC2)c(Cl)cc1[N+](=O)[O-] | -0.78 | 1394 | / | / | 22.3% | 3.9 | 3.8 | 10.5 | -1.1% | i | i | 15.2 | 10.4% | -0.51 | -0.207 | -0.213 | 0.209
O=C1CCC(=O)N1CN(C(=O)c1ccco1)c1ccc(Cl)c(Cl)c1 | / | / | -20.3 | 726 | -1.6% | 2.6 | 2.2 | 13.4 | -2.1% | i | i | 0.9 | -10.1% | 2.06 | -0.437 | 0.665 | -0.305
COc1ncnc2sc3c(c12)CCCC3 | 0.47 | 1442 | / | / | 9.3% | 5.2 | 3.1 | 6.2 | 0.4% | i | i | 7.7 | 1.0% | -1.09 | -0.39 | -0.88 | 1.27
O=C(Nc1ccc(Nc2ccccc2)cc1)Nc1ccccc1Cl | -0.71 | 1294 | 5.0 | 730 | 6.7% | / | / | / | / | i | / | / | 7.1% | -0.827 | -0.22 | -0.439 | 0.757
Cc1ccc(S(=O)(=O)Nc2ccc(=O)n(Cc3ccc(Cl)c(Cl)c3)c2)cc1 | 3.26* | 1439* | / | / | 4.3% | 2.7 | 1.2 | 4.8 | -4.8% | i | i | 2.2 | 13.8% | 1.92 | 0.326 | 0.482 | -1.13
Cc1c(Cl)c([N+](=O)[O-])nn1CCCC(=O)Nc1cccnc1 | 0.38 | 1362 | -15.6 | 620 | -3.3% | 6.3 | 1.5 | 11.2 | -1.1% | i | i | 5.9 | 2.3% | 0.113 | -0.261 | -0.0936 | -0.563
CCCCCCCCCCCCS[C@H]1CS(=O)(=O)C[C@@H]1O | / | / | -9.3 | 723 | 10.3% | / | / | / | / | i | / | / | -2.0% | -0.492 | -0.275 | -0.356 | 0.981
Cc1ccc(C(OCC(O)CN2CCCCC2CO)c2ccccc2)cc1 (centres undefined) | / | / | 16.3 | 687 | 8.4% | 4.2 | 1.2 | 7.6 | -1.0% | i | i | 7.3 | 0.9% | 0.215 | -0.239 | 0.131 | -0.0131
O=C(c1ccccc1SCc1ccccc1)N1CCCCCC1 | -0.97 | 1653 | -34.5 | 706 | -1.3% | 5.7 | 3.0 | 7.2 | 3.9% | i | i | -2.3 | 4.2% | -0.669 | -0.224 | -0.0303 | 1.01
CCCOc1nc(C)cc(COC)c1C(N)=O | 1.19 | 1219 | -7.1 | 716 | -0.3% | 4.0 | 3.0 | 6.8 | 1.8% | i | i | 0.7 | 5.1% | -0.35 | -0.326 | 0.485 | 0.97
CCCCNC(=O)CSc1nc2ccccc2c(=O)n1CC1COc2ccccc2O1 (centres undefined) | -0.06 | 1422 | / | / | 9.3% | 2.7 | 1.9 | 5.3 | -1.0% | i | i | 1.3 | -1.2% | -0.5 | -0.187 | -0.978 | 0.0891
Later entries.
SMILES | Ins promoter up | Ins promoter up cell count | Lipid droplet | Lipid droplet cells 6.5 µM | P. falciparum M17LAP | MT stabilizer | MT stabilizer Hoechst-high % | MT stabilizer cytotoxicity % | ER stress rescue | Yfh1-off respiration | Autophagy HCS | Autophagy HCS cell loss 18 h | M1AAP inhibition | Dynein transport | Dynein transport cytoplasmic EGFP | Dynein transport nuclear GR-EGFP | Dynein transport cell count
Cc1ccsc1/C=C1/C(=O)NN(c2ccccc2)C1=O | / | / | -27.1 | 701 | 12.0% | 1.2 | 1.2 | 6.7 | -1.4% | i | i | 18.3 | 10.7% | 0.631 | -0.0362 | 0.47 | 0.317
CCC1=NNC(=O)C(CC(=O)Nc2ccccc2)c2cc(OC)c(OC)cc21 (centres undefined) | 0.35 | 1258 | -2.2 | 762 | -8.8% | 2.3 | 2.9 | 11.5 | -2.8% | i | i | -44.4 | 3.7% | -0.979 | -0.283 | 0.224 | 0.855
COc1ccc(-n2c(C)c(C(C)=O)c(C(C)=O)c2C)cc1 | -0.31 | 969 | -0.1 | 755 | 13.2% | 1.0 | 1.3 | 1.2 | 2.0% | i | i | 0.4 | 0.8% | 0.763 | -0.0203 | 0.286 | -0.556
CCCS(=O)(=O)N1CCCC(C(=O)NCCN(CC)CC)C1 (centres undefined) | 0.19 | 1668 | / | / | 1.1% | 1.0 | 0.9 | 7.3 | -2.0% | i | i | -3.8 | ? | -0.281 | -0.201 | -0.298 | 0.616
O=C1c2ccccc2-c2cccc(C(=O)N3CCCCC3)c21 | / | / | -37.6 | 727 | 14.2% | / | / | / | / | i | / | / | 17.7% | 0.48 | -0.237 | 0.088 | -0.526
Cc1ccc2c(CC(=O)N3CCN(S(=O)(=O)c4cccs4)CC3)coc2c1 | / | / | -4.0 | 708 | 15.9% | 2.3 | 1.6 | 8.4 | -0.1% | i | i | 0.3 | -0.2% | -0.963 | -0.187 | -0.0727 | 0.76
S=C(NCCc1ccccc1)NCC(c1ccco1)N1CCCCC1 (centres undefined) | 0.94 | 1685 | 0.5 | 698 | -1.9% | 1.5 | 1.6 | 7.8 | -1.4% | i | i | 8.3 | 0.7% | -0.453 | -0.175 | -0.14 | 0.422
O=C(/C=C/c1cccnc1)c1cc(F)ccc1O | -1.01 | 1422 | -22.5 | 696 | -2.2% | / | / | / | / | i | / | / | 6.1% | -3.43 | 0.651 | -1.86 | -0.00566
COc1ccc(NC(=O)c2c(SC)nsc2SC)cc1 | 0.63 | 1538 | / | / | -2.6% | 1.8 | 1.7 | 3.2 | -0.3% | i | i | 16.6 | 3.4% | -0.891 | -0.0821 | -0.256 | 1.1
